# M4 PAM – potentiates acetylcholine response at human M4 receptor | P08173 | CHO-K1 hM4/Gqi5, Fluo-8 calcium fluorescence, ACh EC20; 0% = ACh EC20, 100% = maximal ACh | activation, % at 3 µM | 360,000 tested, 0.4% active;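 active = activation above its plate's cutoff, the mean activation of sample wells plus 3 SD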; note: some results filed as inactive read as strong as hits
# Target sequence (P08173 whole entry, looked up): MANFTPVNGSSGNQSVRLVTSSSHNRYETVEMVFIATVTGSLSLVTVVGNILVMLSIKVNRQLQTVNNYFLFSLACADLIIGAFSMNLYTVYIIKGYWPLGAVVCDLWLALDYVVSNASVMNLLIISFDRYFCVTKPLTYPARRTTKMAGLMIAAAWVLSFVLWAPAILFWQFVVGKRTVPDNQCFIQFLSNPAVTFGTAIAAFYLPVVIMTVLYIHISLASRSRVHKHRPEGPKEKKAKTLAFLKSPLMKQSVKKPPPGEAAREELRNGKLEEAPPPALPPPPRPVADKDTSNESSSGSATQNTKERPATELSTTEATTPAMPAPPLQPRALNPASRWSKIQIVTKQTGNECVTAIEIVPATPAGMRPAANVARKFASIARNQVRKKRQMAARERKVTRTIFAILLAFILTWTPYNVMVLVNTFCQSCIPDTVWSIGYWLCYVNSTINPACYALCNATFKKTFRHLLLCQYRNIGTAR
# M5 antag – CHRM5 antagonism in calcium assay | CHO-hM5 cells, Fluo-8 calcium fluorescence, ACh EC80 | inhibition, % at 3 µM | 360,000 tested, 0.59% active;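 active = inhibition above a per-plate cutoff, the mean of that plate's test compounds plus 3 SD, cut at about 27% in these data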;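 note: 0% = acetylcholine EC80 with DMSO and 100% = DMSO without agonist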
# Target sequence (P08912 whole entry, looked up): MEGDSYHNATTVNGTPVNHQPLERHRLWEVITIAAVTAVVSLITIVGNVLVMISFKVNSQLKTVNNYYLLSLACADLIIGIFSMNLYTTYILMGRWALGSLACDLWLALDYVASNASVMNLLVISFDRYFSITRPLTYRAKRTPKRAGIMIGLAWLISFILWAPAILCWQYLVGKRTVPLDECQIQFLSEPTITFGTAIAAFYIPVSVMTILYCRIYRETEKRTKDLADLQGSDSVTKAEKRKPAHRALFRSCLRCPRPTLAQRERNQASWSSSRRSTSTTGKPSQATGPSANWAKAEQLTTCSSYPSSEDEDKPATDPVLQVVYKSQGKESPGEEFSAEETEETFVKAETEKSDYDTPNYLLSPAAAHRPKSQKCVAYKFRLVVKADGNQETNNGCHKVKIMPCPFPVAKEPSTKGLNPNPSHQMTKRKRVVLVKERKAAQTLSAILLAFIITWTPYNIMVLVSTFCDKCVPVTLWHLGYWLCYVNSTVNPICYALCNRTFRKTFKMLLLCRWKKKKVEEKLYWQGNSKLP
# M4 antag – blocks acetylcholine activation of human M4 receptor; AID 624125; 360,000 tested, 0.73% active; CHO-hM4 cells, ACh EC80, Fluo-8 calcium fluorescence; inhibition, % at 3 µM;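 active = inhibition above its plate's cutoff, the mean inhibition of sample wells plus 3 SD, cut at about 27% in these data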;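 note: 0% = acetylcholine EC80 with DMSO and 100% = DMSO without agonist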
# M1 antag – blocks human M1 muscarinic receptor; P11229; 360,000 tested, 1.3% active; CHO-K1 hM1, Fluo-8 calcium fluorescence, ACh EC80 antagonist; inhibition, % at 3 µM;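 active = percent inhibition above its own plate's cutoff, namely the mean of that plate's compound wells plus 3 SD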;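 note: peak over basal fluorescence ratio during 140 s after agonist addition; 0% = ACh EC80 plus DMSO and 100% = DMSO alone without agonist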
# M5 ag – agonists of human muscarinic M5 receptor (CHRM5); CHO-K1 hM5 cells, Fluo-8 calcium fluorescence; 0% DMSO wells, 100% maximal acetylcholine response; P08912; AID 624037; 360,000 tested, 0.19% active; activation, % at 3 µM;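 active = activation above the run's mean over test compounds plus 3 SD, cut at about 23% in these data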;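 note: signal is peak over basal fluorescence ratio across the kinetic read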
# CHRM5 PAM – potentiates acetylcholine response at human M5 receptor; activation, % at 3 µM; CHO-K1 hM5, Fluo-8 calcium, ACh EC20 PAM; 0% = ACh EC20, 100% = ACh EC100; P08912; 360,000 tested, 0.3% active;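 active = activation above the run cutoff, the mean activation of all test compounds plus 3 SD, cut at about 18% in these data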
#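 Assay system – human M5 receptor in CHO-K1 cells · Read-out – % activation, ACh-normalized · Technique – Fluo-8 calcium fluorescence · Dosing – single-point, 3 µM nominal · Incubation – Fluo-8 loading 80 min at 37 °C plus 30 min room temperature · Repeats – singlicate, one well per test compound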
# CHRM4 agonist – CHRM4 agonism in calcium assay; P08173; activation, % at 3 µM; 360,000 tested, 0.14% active; AID 624127; CHO-K1 hM4/Gqi5, Fluo-8 calcium fluorescence; vehicle 0%, full acetylcholine response 100%;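 active = activation above the run mean over all test wells plus 3 SD, cut at about 32% in these data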;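 note: peak over basal fluorescence ratio per well then scaled between controls; 0% = DMSO wells and 100% = acetylcholine at EC100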
# CHRM1 PAM – positive allosteric modulators of human M1 muscarinic receptor | P11229 | CHO-K1 hM1, Fluo-8 calcium fluorescence, ACh EC20; 0% = ACh EC20, 100% = maximal ACh | activation, % at 3 µM | 360,000 tested, 0.088% active; in the data active = activation above about 19%, passing the limit was not always enough
# CRFBP-R2 agonist – agonists of human CRF-binding protein/CRF-R2 receptor complex; HEK293 CRF-R2/CRF-BP, calcium dye fluorescence (FLIPR); percent of saturating CRF peptide response; activation, % at 13.2 µM; 350,000 tested, 0.46% active; AID 588473;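 active = activation of at least 50%, plus an integration ratio under a set limit after plate pattern correction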;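 note: plate controls were neutral control wells without compound for no effect and CRF at EC100 for full effect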
# Starred values were filed as active, the others as inactive.
1) O=C(c1cc(S(=O)(=O)N2CCOCC2)ccc1F)N(Cc1nnc(-c2ccccc2Cl)o1)C1CC1
2) COc1ccc(N2CCN(CCC(N)=O)CC2)cc1
3) COc1ccc(C2=Nn3c(nnc3-c3ccccc3OC)SC2)cc1OC
4) CCCc1nn(-c2cc(Cl)ccc2OC)c2c1C(=O)CCC2
5) CC(Oc1ccc2ccccc2c1)C(=O)NNC(=O)Nc1ccccc1F (stereo not drawn)
6) COc1ccc(/C=C/C(=O)c2ccccn2)cc1
compound no.	1	2	3	4	5	6
M4 PAM	-3.5	-2.2	3.7	2.0	2.5	-5.9
M5 antag	9.0	-4.2	0.8	-0.2	15.0	-7.1
M4 antag	1.3	-8.3	5.2	-5.3	0.6	2.2
M1 antag	-6.2	-8.2	-3.7	-13.5	-7.0	3.5
M5 ag	2.6	-0.7	-0.6	-6.2	-3.4	5.7
CHRM5 PAM	-8.9	-2.0	-6.9	0.5	-4.7	3.0
CHRM4 agonist	9.6	0.5	0.0	-2.2	1.7	1.1
CHRM1 PAM	1.6	1.1	6.2	7.4	8.2	1.6
CRFBP-R2 agonist	0.8	0.5	-1.1	-1.9	-0.1	1.6

# Compounds shown so far that have sulfur:
1) O=C(c1cc(S(=O)(=O)N2CCOCC2)ccc1F)N(Cc1nnc(-c2ccccc2Cl)o1)C1CC1
3) COc1ccc(C2=Nn3c(nnc3-c3ccccc3OC)SC2)cc1OC
compound no.	1	3
M4 PAM	-3.5	3.7
M5 antag	9.0	0.8
M4 antag	1.3	5.2
M1 antag	-6.2	-3.7
M5 ag	2.6	-0.6
CHRM5 PAM	-8.9	-6.9
CHRM4 agonist	9.6	0.0
CHRM1 PAM	1.6	6.2
CRFBP-R2 agonist	0.8	-1.1

# New compounds follow:
7) COC(=O)c1sc(NC(=O)c2cc(-c3ccccc3)nc3ccccc23)c(C#N)c1C
8) NC1=NC(=O)/C(=C/c2ccccc2OS(=O)(=O)c2ccc3ccccc3c2)S1
9) COC(=O)/C=C1/S/C(=N/NC(=O)c2ccc(OC)cc2)NC1=O
10) CCCCCCOC(=O)CCn1[nH]c(=O)c2ccccc2c1=O
11) Cc1nn(-c2ccccc2)c2c1C(=O)N(c1ccccc1)C(=O)C(C)(C)C2
12) COc1cccc(CNCCOCCO)c1OC
compound no.	7	8	9	10	11	12
M4 PAM	7.3	5.5	6.0	10.2	-6.6	-0.3
M5 antag	6.5	-0.9	5.3	-12.4	2.4	0.2
M4 antag	-3.1	8.8	-14.3	-13.6	14.4	16.4
M1 antag	8.6	4.8	-14.2	-2.9	-20.6	2.2
M5 ag	7.9	-1.1	-1.9	-0.5	-0.6	2.5
CHRM5 PAM	-5.3	0.4	1.2	1.1	-1.9	5.9
CHRM4 agonist	8.0	0.9	0.1	0.1	0.6	0.2
CHRM1 PAM	-7.7	-1.6	8.5	1.6	2.8	2.6
CRFBP-R2 agonist	53.9*	22.9	-0.8	1.1	0.1	1.0

13) COc1ccc(S(=O)(=O)N2CCCCC2)cc1NC(=S)Nc1ccccc1
14) CC(C)C(=O)Nc1cc(-c2nc3ncccc3o2)ccc1Cl
15) CSc1ccccc1OCc1cc(C(=O)NCCC2CCCCO2)no1 (stereo not drawn)
16) COc1ccc(C(=O)O)cc1Nc1cc(C)nc2ncnn12
17) Cc1cc(NC(=O)C2CC(c3ccc(F)cc3)=NO2)no1 (stereo not drawn)
18) O=C(CC(C(=O)O)N1CCOCC1)Nc1ccc(Cl)cc1 (stereo not drawn)
compound no.	13	14	15	16	17	18
M4 PAM	3.9	-3.5	0.8	9.2	2.4	8.7
M5 antag	-2.5	2.6	4.8	1.7	1.1	16.4
M4 antag	-3.3	-12.4	-2.8	-18.3	-3.9	1.4
M1 antag	1.2	-10.9	9.0	-10.6	-12.5	-7.8
M5 ag	0.2	2.3	0.1	-1.2	1.4	-0.5
CHRM5 PAM	-3.1	-0.2	1.3	0.1	-0.2	-9.0
CHRM4 agonist	2.0	2.5	6.8	0.9	0.9	0.7
CHRM1 PAM	-0.8	4.7	-4.0	12.3	11.2	5.0
CRFBP-R2 agonist	-0.6	-1.4	-8.3	6.2	0.5	-0.7

# Filtered by structure, those above with a Cl atom (four)
1) O=C(c1cc(S(=O)(=O)N2CCOCC2)ccc1F)N(Cc1nnc(-c2ccccc2Cl)o1)C1CC1
4) CCCc1nn(-c2cc(Cl)ccc2OC)c2c1C(=O)CCC2
14) CC(C)C(=O)Nc1cc(-c2nc3ncccc3o2)ccc1Cl
18) O=C(CC(C(=O)O)N1CCOCC1)Nc1ccc(Cl)cc1 (stereo not drawn)
compound no.	1	4	14	18
M4 PAM	-3.5	2.0	-3.5	8.7
M5 antag	9.0	-0.2	2.6	16.4
M4 antag	1.3	-5.3	-12.4	1.4
M1 antag	-6.2	-13.5	-10.9	-7.8
M5 ag	2.6	-6.2	2.3	-0.5
CHRM5 PAM	-8.9	0.5	-0.2	-9.0
CHRM4 agonist	9.6	-2.2	2.5	0.7
CHRM1 PAM	1.6	7.4	4.7	5.0
CRFBP-R2 agonist	0.8	-1.9	-1.4	-0.7

# (listing goes on)
19) COc1ccccc1NC(=O)COc1ccc(Br)cc1CNC1CCCC1
20) Cc1[nH]c2ccccc2c1SCC(=O)O
21) COCCNc1ccc([N+](=O)[O-])cc1C(=O)Nc1cccc(C)n1
22) N#Cc1cncc(-c2ccc3c(c2)OCCOCCOCCOCCOCCO3)n1
23) CS(=O)(=O)c1ccc(C(=O)OCC(=O)NC(=O)C2CCCCC2)cc1[N+](=O)[O-]
24) O=C(Cc1ccccc1Cl)c1ccccc1
compound no.	19	20	21	22	23	24
M4 PAM	-9.5	2.8	-4.5	-5.4	-5.2	27.2*
M5 antag	3.4	-1.2	0.4	0.8	-2.2	-1.9
M4 antag	1.0	-0.3	-8.5	2.0	4.1	-14.6
M1 antag	12.1	-4.3	-12.8	7.5	0.2	-14.0
M5 ag	-2.9	-1.4	-4.2	-1.6	0.1	-2.3
CHRM5 PAM	-3.0	1.4	2.2	-1.4	-1.5	9.1
CHRM4 agonist	6.3	-0.1	3.0	0.5	1.2	0.5
CHRM1 PAM	-1.7	2.4	4.6	-4.7	4.6	32.1*
CRFBP-R2 agonist	14.8	-0.8	-2.4	-1.7	10.7	-6.0

25) CC1CCC/C(=C\Nc2ccc(C(=O)O)cc2)C1=O (stereo not drawn)
26) C[C@@H]1O[C@@H](O[C@H]2[C@H](O)[C@@H](O)[C@H](Oc3c(-c4ccc(O)c(O)c4)oc4cc(O)cc(O)c4c3=O)O[C@@H]2CO)[C@H](O)[C@H](O)[C@H]1O
27) CCCCN(C(=O)c1ccc(C)o1)c1c(N)n(CC(C)C)c(=O)[nH]c1=O
28) Cc1ccc(-n2c(C)cc(C)c(C#N)c2=O)cc1
29) O=C(CCCSc1nc2ccccc2[nH]1)NCc1ccccc1Cl
30) Cc1c(C(=O)Nc2ccccc2C(=O)N2CCOCC2)cccc1[N+](=O)[O-]
compound no.	25	26	27	28	29	30
M4 PAM	-1.5	0.8	-2.1	5.2	-1.0	16.1
M5 antag	0.9	6.3	13.4	-8.5	4.2	-7.3
M4 antag	10.5	3.8	-1.9	2.8	-6.0	-21.6
M1 antag	1.7	-1.9	-2.8	-28.1	-2.4	2.8
M5 ag	1.1	1.8	-1.9	1.1	-3.8	-1.7
CHRM5 PAM	1.3	6.6	-8.0	9.9	-4.7	-0.1
CHRM4 agonist	0.4	0.8	0.5	0.0	2.6	1.8
CHRM1 PAM	8.8	-2.8	-2.6	6.0	6.5	0.4
CRFBP-R2 agonist	0.4	-1.4	-1.4	-1.5	-1.1	-1.8

31) Cc1cc(C)c(C(=O)c2ccc(C(=O)N(C(C)C)C(C)C)cc2)c(C)c1
32) O=C(Nc1ccccc1C(=O)Nc1ccc(Br)cn1)c1cccc([N+](=O)[O-])c1
33) O=C1[C@H]2[C@H](C=CC[C@H]2C(=O)N2CCOCC2)CCN1Cc1ccccc1
34) CC(C)(C)c1ccc(/C=C/C(=O)c2ccc(NC3=NCCCS3)cc2)cc1
35) CCOC(=O)c1ccc(COC(=O)c2cc(=O)[nH]c3ccccc23)o1
36) Fc1ccccc1N1CCN(CC2CC3C=CC2C3)CC1 (stereo not drawn)
compound no.	31	32	33	34	35	36
M4 PAM	5.3	8.4	6.7	-7.5	-4.0	-8.0
M5 antag	-2.9	-5.5	6.5	-9.4	5.6	-3.4
M4 antag	-11.7	-13.0	-0.1	3.0	0.6	6.1
M1 antag	24.8	-11.5	5.3	2.3	8.1	11.1
M5 ag	2.3	-3.6	4.1	-4.7	-4.2	-7.0
CHRM5 PAM	3.8	-6.5	-2.6	2.3	-5.0	-2.3
CHRM4 agonist	1.1	1.2	0.8	2.8	6.1	7.3
CHRM1 PAM	-10.4	3.6	-7.5	-12.0	-6.8	-8.0
CRFBP-R2 agonist	0.7	1.8	-0.4	0.4	-2.6	-0.5

37) Cc1c(O[C@@H]2O[C@H](CO)[C@@H](O)[C@H](O)[C@H]2O)ccc2c1oc(=O)c1ccccc12
38) O=C(c1cc2cc(Cl)ccc2oc1=O)N1CCCC1
39) O=C1C=C(NCc2ccccc2)c2ccccc2C1=O
40) CCc1noc(C)c1C(=O)N(CCC(C)C)c1c(N)n(Cc2ccccc2)c(=O)[nH]c1=O
41) CCc1cc(=O)oc2c3c(cc(OCC(=O)NCCCn4ccnc4)c12)OC(C)(C)CC3
42) Nc1nc(N2CCN(c3cccc(Cl)c3)CC2)n[nH]1
compound no.	37	38	39	40	41	42
M4 PAM	-3.1	8.1	1.8	15.8	-1.5	0.0
M5 antag	1.1	1.6	6.5	2.9	6.3	2.8
M4 antag	-1.1	12.6	5.0	-6.5	0.4	-3.7
M1 antag	-8.2	-11.7	-9.2	-0.2	0.3	-0.8
M5 ag	-3.1	-0.7	4.9	-1.5	-1.5	1.2
CHRM5 PAM	4.0	0.4	-0.3	2.8	-2.1	10.8
CHRM4 agonist	0.8	0.2	2.7	1.4	1.7	1.9
CHRM1 PAM	3.9	10.0	7.4	7.0	-6.0	7.3
CRFBP-R2 agonist	3.1	2.8	-0.8	1.6	0.3	3.1

43) N#Cc1cccc(NC(=O)CNc2cccc(S(=O)(=O)N3CCCCC3)c2)c1
44) Cc1ccc(-c2[nH]c(-c3ccc(Cl)cc3)nc2SCC(=O)NCC2CCCO2)cc1 (stereo not drawn)
45) COc1ccc(CCNC(=O)Cn2nc([N+](=O)[O-])c(Br)c2C)cc1OC
46) C=CC[C@@H](CC(=O)NCCO)C(=O)N[C@@H](COC(=O)[C@@H](CC=C)CC(=O)OC(C)(C)C)Cc1ccccc1
47) CSCCC(NC(=O)COc1ccccc1)C(=O)N1CCCCC1 (stereo not drawn)
48) COc1cccc(NC(=O)Nc2nnc(N3C(C)CCCC3C)s2)c1 (stereo not drawn)
compound no.	43	44	45	46	47	48
M4 PAM	-3.2	-5.4	9.7	8.2	1.8	17.0
M5 antag	8.9	1.3	-3.2	6.7	5.8	1.1
M4 antag	-11.7	-2.4	2.2	1.5	-7.1	1.5
M1 antag	2.3	-4.3	-10.6	-25.1	-7.8	-23.3
M5 ag	1.7	0.9	-1.9	0.2	-2.5	-7.4
CHRM5 PAM	-18.6	-7.8	0.8	-9.6	-1.9	5.0
CHRM4 agonist	22.2	1.9	-0.8	8.9	2.0	2.1
CHRM1 PAM	-7.4	-0.5	7.1	6.5	6.8	8.7
CRFBP-R2 agonist	-0.2	-2.3	-0.2	-2.5	0.4	1.7

# Bioassay records (PubChem BioAssay)
